# Screening results as filed in PubChem BioAssay.
# RXFP1 antagonist – qHTS Assay for Antagonists of the Relaxin Receptor RXFP1; HEK293-RXFP1, relaxin-stimulated cAMP HTRF, 30 min; active compounds read low; activity change, negative = inhibition, % at 57.5 µM; hit rate 0.59% among 350,000; AID 1259400, 2018;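 active = activity change of -60% or lower, but not beyond a set lower limit; inconclusive = change between -60% and -40%, or beyond the set limit; inactive = change above -40%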; also: % is scaled to controls: 0 for no effect and ±100 for the full control effect
# D1 antag – Antagonist of Human D 1 Dopamine Receptor: qHTS. D(1A) dopamine receptor (Homo sapiens), P21728. hit rate 3.2% among 360,000. activity change, negative = inhibition, % at 10 µM. HEK293 TREx D1 cells, calcium flux, dopamine EC80; active compounds read low. AID 504652, 2011; in the data active = activity change below about -30%; also: % is scaled to controls: 0 for no effect and ±100 for the full control effect
# Target sequence (P21728 whole entry, looked up): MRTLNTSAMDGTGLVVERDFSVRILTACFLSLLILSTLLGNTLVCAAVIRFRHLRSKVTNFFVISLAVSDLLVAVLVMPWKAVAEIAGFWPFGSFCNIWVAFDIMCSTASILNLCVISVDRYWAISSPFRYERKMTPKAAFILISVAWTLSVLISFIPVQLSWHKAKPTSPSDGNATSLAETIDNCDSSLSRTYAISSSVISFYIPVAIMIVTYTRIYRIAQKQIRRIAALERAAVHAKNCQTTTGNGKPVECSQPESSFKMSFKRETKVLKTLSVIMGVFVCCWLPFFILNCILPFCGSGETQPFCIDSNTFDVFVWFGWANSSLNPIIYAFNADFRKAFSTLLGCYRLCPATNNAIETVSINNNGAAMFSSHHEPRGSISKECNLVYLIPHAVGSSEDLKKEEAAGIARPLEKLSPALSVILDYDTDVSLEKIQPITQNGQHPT
#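 Inducible Hek293 Trex D1 cells (tetracycline, overnight, 30 C). Calcium dye 30–90 min RT. Antagonist mode: EC80 dopamine added after 180 s compound read.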
# D1 ag – Allosteric Agonists of the Human D1 Dopamine Receptor: qHTS; AID 504660, 2011; D(1A) dopamine receptor (Homo sapiens), P21728; activation, % at 2 µM; HEK293 T-REx D1 cells, calcium flux, agonist mode; hit rate 1% among 360,000; in the data active = activation above about 30%; also: 0% is about no effect
#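 Agonism was scored from calcium flux recorded over 180 s (1 read/s) after pintool compound addition, following a 10-cycle baseline. Cells were inducible force-coupled HEK293 TREx D1, plated overnight at 30 C and loaded with no-wash calcium dye.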
# D2 PAM – HTS Assay for Positive Allosteric Modulators of the Human D2 Dopamine Receptor: Primary Screen for Potentiators; D(2) dopamine receptor (Homo sapiens), P14416; HEK293 T-REx D2, calcium flux, EC20 dopamine potentiation; potentiation, % at 10 µM; hit rate 0.34% among 340,000; AID 485347, 2010;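 active = potentiation over 3 SD above the plate norm, cut at about 30% in these data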; also: 0% is about no effect
# Target sequence (P14416 whole entry, looked up): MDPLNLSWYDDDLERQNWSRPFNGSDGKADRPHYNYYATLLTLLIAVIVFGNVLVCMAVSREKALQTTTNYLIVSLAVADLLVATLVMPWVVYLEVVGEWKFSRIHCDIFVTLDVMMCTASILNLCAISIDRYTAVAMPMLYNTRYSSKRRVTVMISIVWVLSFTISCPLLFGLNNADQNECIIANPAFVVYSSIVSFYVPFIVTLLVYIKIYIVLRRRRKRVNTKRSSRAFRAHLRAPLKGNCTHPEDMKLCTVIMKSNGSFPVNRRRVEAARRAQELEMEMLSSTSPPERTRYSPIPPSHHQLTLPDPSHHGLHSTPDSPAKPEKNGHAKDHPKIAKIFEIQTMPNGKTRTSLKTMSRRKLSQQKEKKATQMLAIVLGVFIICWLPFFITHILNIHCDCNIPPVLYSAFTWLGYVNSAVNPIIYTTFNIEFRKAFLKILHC
#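 Potentiation of an EC20 dopamine calcium response measured kinetically over 180 s, after a preceding 180 s compound-only read flagging agonists. Cells: inducible Hek293 Trex D2 line, 4000/well, cultured overnight at 30 C before dye loading.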
# D1 PAM – Potentiators of Human D1 Dopamine Receptor: qHTS; D(1A) dopamine receptor (Homo sapiens), P21728; HEK293 TREx D1 cells, calcium flux, dopamine EC20 potentiation; potentiation, % at 10 µM; hit rate 0.036% among 360,000; AID 504651, 2011; in the data active = potentiation above about 30%; also: 0% is about no effect
# TRHR ag – qHTS for Small Molecule Agonists and Allosteric Enhancers of Human TRH Receptor: Primary Screen for Agonists. Thyrotropin-releasing hormone receptor (Homo sapiens), P34981. TRHR cells, calcium flux fluo-8, FDSS agonist mode. activation, % at 2 µM. hit rate 0.18% among 360,000. AID 493084, 2011; in the data active = activation above about 30%; also: 0% is about no effect
#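 TRHR-expressing cells, plated overnight in medium with 10% serum, were loaded with fluo-8 calcium dye at room temperature. After a 10 s baseline, library compound was pin-added and calcium release was recorded kinetically (ex 480/em 530) as agonist response.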
# TRHR enhancer – qHTS for Small Molecule Agonists and Allosteric Enhancers of Human TRH Receptor: Primary Screen for Enhancers; Thyrotropin-releasing hormone receptor (Homo sapiens), P34981; TRHR cells, fluo-8 calcium fluorescence, EC20 TRH enhancement; enhancement, % at 2 µM; hit rate 0.66% among 360,000; in the data active = enhancement above about 30%; also: 0% is about no effect
#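 TRHR-expressing cells loaded with fluo-8 calcium dye were read kinetically (ex 480/em 530) during compound addition, then stimulated with an EC20 of TRH (10 nM final). Enhancement of the Gq-mediated intracellular calcium response was scored.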
# RXFP1 agonist – qHTS Assay for Agonists of the Relaxin Receptor RXFP1. HEK293T-RXFP1 cAMP TR-FRET, 30 min; response scale: percent of porcine relaxin response, buffer zero. AID 2676, 2010. Potency, µM (series often up to 57.5 µM), for the others: at the highest dose activation, usual class: activators. Relaxin receptor 1 (Homo sapiens), Q9HBX9. hit rate 0.3% among 370,000; also: potency is read from the fitted curve at half-maximal effect; % is scaled to controls: 0 for no effect and ±100 for the full control effect; nearly all actives have a fitted effect of over 60% in size; many of its hits are not listed in these tables
#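 HEK293 cells stably expressing RXFP1, treated 30 min at 37C with compounds plus PDE4 inhibitor Ro 20174; cAMP measured by HTRF TR-FRET. Normalized to buffer and 29 nM porcine relaxin; EC50 by Hill fit.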
# Anesthetic bind – qHTS Assay for Identification of Novel General Anesthetics; hit rate 0.074% among 350,000; Potency, µM (top dose mostly 77.5 µM), inactives show at the top dose activity change, negative = displacement, most hits filed as inhibitors; AID 485281, 2010; Ferritin light chain (Equus caballus), P02791; apoferritin/1-aminoanthracene competitive binding, fluorescence; also: potency is read from the fitted curve at half-maximal effect; % is scaled to controls: 0 for no effect and ±100 for the full control effect; nearly all actives have a fitted effect of over 20% in size
# Target sequence (P02791 2-175 limits assumed): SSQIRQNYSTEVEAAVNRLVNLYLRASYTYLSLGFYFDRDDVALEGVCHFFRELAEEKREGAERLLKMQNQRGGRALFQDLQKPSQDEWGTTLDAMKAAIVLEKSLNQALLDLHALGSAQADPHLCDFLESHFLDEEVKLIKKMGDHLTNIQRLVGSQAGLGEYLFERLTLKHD
#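 Read-out: endpoint 1-AMA fluorescence, excitation 380 nm and emission 535 nm, after compounds sit 10 min at room temperature with 10 uM horse-spleen apoferritin in 50% saturated 1-AMA/PBS. Values come from four-parameter Hill fits.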
# Starred values were filed as active, the others as inactive; ? = inconclusive; . = not tested or not shown; & = joins results of further samples; [ ] = another dose, or the depositor's remark. Unless noted, calls follow the shape of the dose curve; as a rule, active = well fitted curve in the direction sought with a large enough effect; inconclusive = small, poorly fitted or top-dose-only effect, or another doubt; inactive = no such curve, though single readings can be large; an effect the other way counts as inactive or inconclusive. Only part of the results is shown, so the mix of outcomes need not match the whole.
# Second line of a record: Anesthetic bind, TRHR ag, RXFP1 agonist, TRHR enhancer, D1 ag, RXFP1 antagonist, D1 PAM, D1 antag, D2 PAM
CCCC(=O)NCCc1ccc(S(N)(=O)=O)cc1
 : 1.2%, 0.3, 0.3%, 10.6, 3.5, -2.8, -4.8, -2.8, -1.0
Cc1ccccc1OCC(=O)Nc1ccc2c(c1)OCO2
 : -22.6%, -0.3, 1.7%, -7.7, 3.4, ., -4.1, 2.3, -7.4
CCOC(=O)c1c(C)nc(C)c(C(=O)OCC)c1-c1ccc(OC)cc1
 : -17.7%&-10.3%, 1.2&0.7, -0.9%&1.5%, -0.1&-1.2, 3.4&5.6, 3.9, -3.1&-0.8, -9.1&4.4, 6.8&-12.3
Cc1ccc(N=Nc2ccc(N)cc2C)c(S(N)(=O)=O)c1
 : ?, 0.6, 0.8%, 19.0, 2.3, -1.2, -1.0, -16.7, 11.2
Cc1cccc(NC(=S)NC(=O)/C=C/c2ccco2)c1
 : ?, 0.1, 2.9%, 3.9, 2.5, -0.5, 3.5, 12.1, -2.7
CCN(CC)CCn1c(=S)[nH]c2ccccc2c1=O
 : -11.3%, 0.3, 2.0%, 12.3, 1.7, -10.6, -4.8, 13.3, -9.1
O=C(N=C1SC2CS(=O)(=O)CC2N1Cc1ccc(F)cc1)C1CCCO1 (stereo not drawn)
 : -0.6%, 0.3, 3.5%, 1.3, 6.2, -1.9, -0.2, -13.5, 10.1
CC1CCCCN1C(=O)CSc1nc(N)cc(=O)[nH]1 (stereo not drawn)
 : -10.1%, 0.9, 0.1%, -3.7, -1.7, 1.4, -0.8, -13.5, 4.1
O=C(NCCCN1CCN(c2ccccc2)CC1)c1cc2c(s1)-c1ccccc1OC2
 : 270.1%[activator], -1.8, 8.2%, 5.0, 28.6, -27.6, -3.2, -7.3, 2.4
NC(=O)c1ccc(NC(=O)COc2cccc3ccccc23)cc1
 : -12.7%, 0.7, -0.1%, 5.4, 4.7, -6.5, -2.7, 2.8, 0.3
Cc1ccc(OCCSc2nc3ccccc3n2CC(=O)N2CCOCC2)c(C)c1
 : -7.0%, -0.7, -3.5%, 2.2, -0.3, ., -2.0, 7.6, 8.5
Nc1nonc1C(=O)NCCNC(=O)c1ccccc1F
 : -7.5%, -0.4, -0.1%, 1.3, 1.7, 5.8, 3.2, 15.4, 6.2
CCc1ccc(C2C3=C(CC(C)(C)CC3=O)OC3=C2C(=O)CC(C)(C)C3)cc1
 : -3.5%, 0.4, 5.0%, -6.9, 0.6, -14.0, 3.0, 6.0, 10.5
Cc1cnc(NC(=O)CC2CCCC2)s1
 : ?, -1.5, 0.4%, -3.6, 2.2, 1.1, 9.4, -23.0, 4.3
COc1ccc(Cc2nc3ccc(C(=O)N(C)Cc4nccs4)cc3o2)cc1OC
 : -15.1%, 1.1, -1.0%, -1.3, 13.0, 16.7, -2.6, -17.4, 9.3
COc1cccc(NC(=O)Cn2cc(C(=O)C3CCCCC3)c3ccccc32)c1
 : 0.8%, 0.5, ?, 10.6, 7.5, -19.5, -6.9, -13.7, -6.1
O=C(CCS(=O)(=O)Cc1ccccc1F)NCc1ccccc1Cl
 : -0.7%, -0.2, -0.3%, -7.0, 2.6, -11.6, -1.9, 2.9, 3.2
N#Cc1ccc(-n2c(-c3ccccc3)nnc2-c2ccccc2)cc1C#N
 : 0.5%, 0.9, 1.4%, 2.4, 5.4, -2.2, -5.2, 5.1, .
Cn1c(SCC(=O)NC2CCCCC2)nnc1-c1ccccc1F
 : -5.5%, 0.8, -1.6%, -3.2, 0.3, 0.0, 2.7, 1.4, -2.6
COCC(C)n1c(C)cc(C(=O)CSc2ncccn2)c1C (stereo not drawn)
 : -18.4%, 0.0, 0.0%, -6.7, 0.8, -0.3, -1.6, -14.2, 4.3
CCCc1cc(=O)[nH]c2nnc(SCC(=O)NC3CCCCC3)n12
 : ., 0.5, 0.3%, -3.5, 0.2, -12.5, 0.1, 6.2, -2.6
CCOc1ccc(C(=O)NCC(=O)N2CC=C(c3ccccc3)CC2)cc1OCC
 : ., 0.2, 1.4%, 1.9, -0.6, -2.1, -11.5, 5.6, 2.0
O=C(NCCCn1ccnc1)C1CC(c2cccc(Br)c2)=NO1 (stereo not drawn)
 : -11.1%, -0.1, 0.7%, 0.4, 3.4, -0.4, -1.8, -1.5, 1.5
CC(NC(=O)Cc1ccccc1)C(=O)O (stereo not drawn)
 : ., -0.1, -0.6%, 4.9, 0.1, ., -0.8, ., 6.8
C=COCCNC(=O)Nc1ccc(Cl)cc1Cl
 : 0.3%, -0.3, 1.6%, -7.9, 0.2, -0.1, 2.1, -13.9, 3.2
CC1(C(=O)NCc2cccnc2)CCC(=O)N1Cc1cccs1 (stereo not drawn)
 : 3.1%, -0.1, 1.1%, -0.6, -2.8, ., -2.6, -5.2, -2.9
CCC1Oc2ccccc2N(CC(=O)NCc2ccc(C)cc2)C1=O (stereo not drawn)
 : 7.3%, -0.9, 1.2%, 1.1, -5.5, 0.8, -1.6, -9.4, -9.3
COCCNC(=O)C(c1cccs1)N(C(=O)Cn1nnc2ccccc21)c1cccc(C)c1 (stereo not drawn)
 : -16.3%, 0.7, -2.3%, -5.2, 1.4, 6.0, -5.3, 4.6, -0.6
COc1ccc(-c2cc(-c3cc(C)ccc3O)[nH]n2)cc1
 : -23.5%, 0.9, 1.5%, 1.5, 0.4, -99.7*, -5.4, -3.4, -27.5
Cc1c(C)c2ccc(OCC(=O)N3CCN(c4cccc(Cl)c4)CC3)cc2oc1=O
 : -6.9%, 0.3, 0.3%, 1.5, 2.6, -5.7, -7.3, 12.9, -6.6
C/C(CC(=O)NC(C)(C)C)=N\NC(=O)c1ccco1
 : -12.2%, 0.4, 1.2%, 3.8, 3.8, 12.8, -6.5, -1.2, -3.6
CC(C)CN(CCCNC(=O)c1cc(-c2ccc(Br)s2)nc2ccccc12)CC(C)C
 : -4.4%, 0.2, ?, -2.9, -1.2, -0.3, 1.8, 9.5, -13.0
CCN(CCCNC(=O)C1CCCN(S(=O)(=O)CC)C1)c1cccc(C)c1 (stereo not drawn)
 : -17.4%, 0.1, 4.0%, 13.9, -1.1, -29.0, -0.1, -7.6, 13.6
Cc1cc(C)nc(NC(=O)Cc2ccc([N+](=O)[O-])cc2)c1
 : -13.2%, -0.4, 1.2%, 1.1, 3.4, 7.8, -3.1, -1.2, 14.5
CCc1ccccc1NC(=O)CN(Cc1ccccc1)S(=O)(=O)c1ccc(Br)cc1
 : 73.2%[activator], 2.5, -2.4%, -7.4, 3.8, -14.2, 0.0, 6.6, -4.9
CCN(CC)S(=O)(=O)c1cc(NC(=O)CO/N=C(\N)c2ccccc2Cl)ccc1C
 : ., -0.9, 1.9%, 5.0, -0.2, 0.0, 2.8, 0.5, -3.4
COC(=O)C(CC(=O)c1ccc(C)cc1)n1nc(C)cc1C (stereo not drawn)
 : 20.3%, 0.1, 1.4%, 8.1, 2.4, -2.3, 1.8, -5.8, -5.2
COc1ccc(C(=O)/C=C/c2ccc(O)cc2)c(O)c1CC=C(C)C
 : ?, -0.4, 2.9%, -2.1, -2.9, ., -6.0, -23.7, .
O=C(O)Cn1c(=O)c2c(c3ccccc31)CCC2
 : 2.1%, 0.5, 1.8%, -1.8, 1.8, -8.8, -1.1, -4.2, -2.8
COc1ccc([C@H]2CC(=O)C=C(c3ccc4c(c3)OCCO4)C2)cc1
 : ., 0.5, -0.2%, -1.5, 3.2, ., -0.6, -8.2, -5.0
C[C@@]12C(=O)N(CC3CC3)CC(=O)N1[C@H](C1CC1)[C@@H]1C(=O)N(c3ccccc3)C(=O)[C@@H]12
 : -2.3%, 0.2, -3.0%, -0.7, 2.4, ., -0.3, 2.5, 7.5
COc1ccc2ccn(S(=O)(=O)c3ccccc3)c2c1
 : -5.7%, -0.9, 2.2%, 26.9, 3.6, -3.2, -4.9, 5.8, 3.3
COc1ccc(CNC(=O)CN(c2ccc(C(C)C)cc2)S(=O)(=O)c2c(C)nn(C)c2C)cc1
 : -0.5%, -0.1, -1.7%, -14.1, 7.2, -14.3, -2.6, -14.3, -3.7
S=C(c1ccc(-c2ccc(Cl)cc2Cl)o1)N1CCCCC1
 : -2.3%, 0.2, -0.8%, 2.9, 1.5, -1.5, -2.6, -10.2, 2.4
COc1ccc(CCNc2nc(-c3ccco3)cc(C(F)(F)F)n2)cc1OC
 : -7.2%, 0.6, 2.3%, -3.7, 3.4, -14.2, -0.3, 0.2, 8.8
Cc1ccc(NC(=O)CSc2[nH]c(=O)ncc2C)cc1
 : 4.7%, 0.5, -0.1%, 1.0, 1.9, -6.8, 0.6, -6.3, 7.5
CC(CO)N1CCS(=O)(=O)CC1 (stereo not drawn)
 : -1.0%, -0.4, 0.4%, -4.3, 1.9, -0.2, -1.5, 5.8, -4.0
O=C(CSc1nc(-c2ccco2)cc(C(F)(F)F)n1)NCc1cccs1
 : -13.2%, -1.1, 2.1%, -6.3, 1.1, -29.1, -4.3, 8.0, -1.5
COc1ccc(/C=C(/NC(=O)c2ccccc2OC)C(=O)Nc2ccc(C(=O)O)cc2)cc1
 : ?, 1.0, -3.1%, 12.1, 4.7, -2.3, 11.5, -6.0, .
O=[N+]([O-])c1cc([N+](=O)[O-])c(Oc2cccc(Cl)c2Cl)cc1NN1CCCCC1
 : -11.4%, 0.1, 2.1%, -3.0, -0.5, ., 5.2, -20.0, .
